# KB-3-1 cytotox: kills parental KB-3-1 adenocarcinoma cells; KB-3-1 viability, CellTiter-Glo ATP luminescence, 72 h; Potency, µM (series often up to 46.1 µM), for the others: at the top dose activity change, negative = cytotoxic, most hits filed as cytotoxic; 1.4% of 400,000 active; AID 1347075; further: potency means the concentration at half of the fitted maximal effect; on the % scale 0 is the no-effect control and ±100 the full control effect; nearly all actives have a fitted effect of over 60% in size
#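 KB-3-1 cells, DMEM (no phenol red) + 10% FBS; compound by pin transfer, 72 h, 37 °C. Readout: CellTiter-Glo luminescence after 10 min. Data normalized, curve-fitted.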
# HT1080 IDH1KD tx: HT-1080 IDH1 knockdown cell toxicity (counter line); HT-1080 IDH1 knockdown viability, ATP luminescence, 48 h; Potency, µM (top dose mostly 46.1 µM), for inactives: at the highest dose activity, negative = toxicity, hits mostly cytotoxic; 2% of 360,000 active; AID 686971;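 further: potency means the concentration at half of the fitted maximal effect; 0% = DMSO wells and -100% = cell-free medium wells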
#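 Luminescent ATP read-out (CellTiter-Glo, 10 min at room temperature) after 48 h compound exposure at 37 °C gave viability of IDH1-knockdown HT-1080 cells. Activity was normalised to DMSO and cell-free wells, then fitted as concentration-response curves.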
# DRD3 agonist: activates the human D3 dopamine receptor; 0.58% of 410,000 active; D3R DiscoveRx beta-arrestin cells, luminescence, 90 min; max activation, %; P35462; in the data active means max activation above about 30%; further: 0% is about no effect; mostly tested at two doses, the higher about 12 µM
# Target sequence (P35462 whole entry, looked up): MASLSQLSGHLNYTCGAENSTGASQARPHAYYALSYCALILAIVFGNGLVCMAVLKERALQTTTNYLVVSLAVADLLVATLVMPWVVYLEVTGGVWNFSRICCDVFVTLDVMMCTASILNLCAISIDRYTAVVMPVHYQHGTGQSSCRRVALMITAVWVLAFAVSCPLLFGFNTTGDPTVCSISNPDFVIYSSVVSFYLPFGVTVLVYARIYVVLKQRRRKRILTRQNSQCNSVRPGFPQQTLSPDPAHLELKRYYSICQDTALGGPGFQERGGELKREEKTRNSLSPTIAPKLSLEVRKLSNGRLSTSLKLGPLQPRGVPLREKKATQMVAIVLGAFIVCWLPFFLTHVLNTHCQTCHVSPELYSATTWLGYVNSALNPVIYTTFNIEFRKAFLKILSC
#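 Agonist mode: compounds and dopamine controls were applied to plated cells for 90 min at 37 degrees C after an overnight attachment at 1500 cells/well. Luminescent read-out followed 30 - 60 minutes at room temperature with DiscoveRx detection reagent.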
# GLP1R ag: activates the human GLP-1 receptor; P43220; HEK293 GLP-1R CRE-luciferase, luminescence, 4-6 h; cells express a hypersensitive GLP-1R form; Potency, µM (doses to about 45.6 µM), for inactives: top-dose activation, actives largely listed as activators; 0.007% of 380,000 active; AID 624172; further: potency means the concentration at half of the fitted maximal effect; % of control where 0% means no effect
# Target sequence (P43220 whole entry, looked up): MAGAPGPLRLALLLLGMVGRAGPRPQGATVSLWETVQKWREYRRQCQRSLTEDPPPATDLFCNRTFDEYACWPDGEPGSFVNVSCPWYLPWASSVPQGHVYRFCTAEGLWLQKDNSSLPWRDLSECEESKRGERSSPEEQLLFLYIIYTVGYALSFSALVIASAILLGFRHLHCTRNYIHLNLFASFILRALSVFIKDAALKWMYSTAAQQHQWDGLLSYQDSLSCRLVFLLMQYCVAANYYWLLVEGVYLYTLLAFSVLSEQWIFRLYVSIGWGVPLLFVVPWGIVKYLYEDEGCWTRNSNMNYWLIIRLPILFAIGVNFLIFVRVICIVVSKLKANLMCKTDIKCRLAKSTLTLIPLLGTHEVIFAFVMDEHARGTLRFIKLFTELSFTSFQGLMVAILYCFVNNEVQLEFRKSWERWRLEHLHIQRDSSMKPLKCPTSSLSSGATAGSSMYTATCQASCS
# HT1080NT lethal: kills 2HG-producing HT-1080-NT fibrosarcoma cells | 1.6% of 360,000 active | HT-1080-NT fibrosarcoma viability, CellTiter-Glo ATP luminescence, 48 h | Potency, µM (top dose mostly 46.1 µM), without a hit: at the highest dose activity, negative = less viability, usual class: cytotoxic;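 further: NT is the 2HG producing partner of a matched IDH1 knockdown line; potency means the concentration at half of the fitted maximal effect; 0% = DMSO-treated cells and -100% = media-only wells without cells; nearly all actives have a fitted effect of over 55% in size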
#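 Read-out is CellTiter-Glo luminescence after 10 minutes at room temperature, following 48 hours' compound treatment of HT-1080-NT cells (750 cells/well, RPMI, 5% FBS, 37 degrees C).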
# KB-V1 MDR tox: KB-V1 MDR subline cytotoxicity. 3.4% of 400,000 active. Potency, µM (top dose mostly 46.1 µM), for the others: at the top dose activity change, negative = cytotoxicity, usual class: cytotoxic. KB-V1 MDR cells viability, CellTiter-Glo, 72 h; further: potency means the concentration at half of the fitted maximal effect; on the % scale 0 is the no-effect control and ±100 the full control effect; nearly all actives have a fitted effect of over 60% in size
#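 KB-V1 cells (P-gp-expressing MDR subline of KB-3-1) in phenol-red-free DMEM with 10% FBS were exposed to library compounds over a concentration series for 72 h at 37 degrees C. Viability read by CellTiter-Glo luminescence; concentration-effect curves fitted after normalization.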
# D3 antag: blocks the human D3 dopamine receptor. P35462. D3R cells, DiscoveRx beta-arrestin luminescence, antagonist mode; hits give low values. max response, negative = inhibition, %. 2.5% of 360,000 active. AID 652054; in the data active means max response below about -50%; inconclusive means no clear call, values can overlap the other calls; further: on the % scale 0 is the no-effect control and ±100 the full control effect; mostly tested at two doses, the higher about 12 µM
#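 Cells expressing the human receptor were seeded at 1500 cells/well, incubated overnight at 37 degrees C in 5% CO2, then exposed to library compounds with dopamine controls for 90 minutes at 37 degrees C before luminescent detection.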
# SW480 rereplic: inducers of DNA re-replication in SW480 colon cancer cells; 1.8% of 340,000 active; Potency, µM (series often up to 46.1 µM), without a hit: top-dose re-replication activation, hits mostly activators; SW480 DNA re-replication, Hoechst DNA content imaging, 48 h; AID 624297; further: potency means the concentration at half of the fitted maximal effect; % of control where 0% means no effect; nearly all actives have a fitted effect of over 55% in size
#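 Hoechst fluorescence of nuclei (405 nm excitation, 500-530 nm emission) measured by plate-scanning imager after 48 hr compound exposure at 37 C; re-replication scored as increased number of nuclei with elevated intensity.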
# IL-1B inflam inh: blocks inflammasome-driven IL-1 beta release; THP-1 LPS/ATP IL-1B secretion, AlphaLISA, 16 h; hits give low values; activity change, % at 57.5 µM; 4.7% of 360,000 active; AID 743279; in the data active means activity change below about -50%; inconclusive means mostly about -30% to -49%; further: on the % scale 0 is the no-effect control and ±100 the full control effect
#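 Secreted IL-1B measured by AlphaLISA bead assay after 16 h compound exposure of THP-1 cells; compounds (final up to 57.5 uM) added 1 h before LPS (250 ng/mL) and ATP (1.25 mM) stimulation; lower signal means less secretion.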
# Numbers without * were called inactive; i = inactive; ? = inconclusive; . = no result given; & = joins results of further samples; [ ] = remark or other dose. Unless noted, the call rests on the fitted dose curve; in most records, active means well fitted curve in the direction sought with a large enough effect; inconclusive means small, poorly fitted or top-dose-only effect, or another doubt; inactive means no such curve, though single readings can be large; an effect the other way counts as inactive or inconclusive.
# Results follow in this order: KB-3-1 cytotox, HT1080 IDH1KD tx, DRD3 agonist, GLP1R ag, HT1080NT lethal, KB-V1 MDR tox, D3 antag, SW480 rereplic, IL-1B inflam inh
CC(=O)Nc1ccc(S(=O)(=O)Nc2ccc3nc(C)sc3c2)cc1
 : -33%, ?, 4, 8%, -20%, -11%, 11, -17%, -8
O=C(Cc1c[nH]c2ccccc12)NCc1ccncc1
 : 12%, 2%, -6, 0%, 3%, -18%, 21, -1%, 38
O=C(O)CN1C(=O)CCS(=O)c2ccccc21 (centres undefined)
 : 12%, 9%, 3, -3%, 0%, 6%, 8, 2%, 14
O=C(NCCOc1ccccc1)c1ccccc1Cl
 : 18%, 13%, -20, 0%, 6%, ?, -15, 1%, -22
CCC(C)[C@H](NC(=O)C1CC(=O)N(c2ccc(OC)cc2)C1)C(=O)NC1CCCC1 (some centres undefined)
 : 9%, 13%, 1, -6%, 0%, ?, -3, -8%, 13
CC1CCN(CC(=O)Nc2nccs2)CC1
 : 9%, 8%, -10, -6%, 6%, -6%, -8, -5%, 31
Cc1ccc(NC(=O)/C(CN(C)C)=N\O)cc1
 : 2%, 12%, 2, 4%, 6%, 8%, 17, -5%, 12
CCOC1=C2CN(S(=O)(=O)c3ccc(C)cc3)C(c3cccc(Cl)c3)CC2N(S(=O)(=O)c2ccc(C)cc2)C(c2ccncc2)C1 (centres undefined)
 : ?, -5%, -13, ., 1%, ?, -20, ., 6
O=C(Nc1ccc([N+](=O)[O-])cc1Br)c1cccnc1
 : 4%, 18%, 2, 0%, 15%, 15%, 0, -5%, -13
CCC1(c2ccccc2)NC(=O)N(CC(=O)Nc2cc(S(=O)(=O)N3CCOCC3)ccc2OC(C)C)C1=O (centres undefined)
 : 3%, 17%, 1, 1%, 1%, 1%, -19, 1%, 0
COc1ccc(-c2c3c(=O)n(C)c(=O)n(C)c3cn2-c2cccc(OC)c2)cc1
 : -2%, -5%, -12, 2%, -13%, -26%, -28, ?, -15
COc1cccc(CN(C)CC(=O)Nc2ccccc2C(=O)Nc2ccccc2)c1
 : 0%, 2%, -7, 11%, -2%, ?, -2, 0%, 58
COc1ccc(CCNC(=O)c2sc3cc(C)ccc3c2Cl)cc1
 : 4%, -25%, 3, 0%, -11%, -3%, 15, -1%[9.22 µM], 30
O=C(c1ccc2c(c1)OCO2)N(Cc1ccco1)C1(C(=O)NC2CCCCC2)CCCCC1
 : ?, -21%, -3, -4%, -10%, 0%, 0, ?, 0
CC(C)N(Cc1ccccc1)C(=O)CN1C(=O)NC2(CCCC2)C1=O
 : 1%, -13%, 0, -5%, 5%[9.24 µM], 1%, 3, -31%[inhibitor], 1
Cc1cc(NC(=O)CSc2nnc(CNC(=O)c3ccccc3)o2)no1
 : ?, -21%, 5, -4%, -4%, -5%, 20, ?, i
COc1ccc(NC2(c3ccc(Cl)cc3)C(=O)c3ccccc3C2=O)cc1
 : 4%, -11%, -8, -10%, -3%, 14%, 0, -4%, 21
O=C(Cn1cc(C(F)(F)F)cc(Cl)c1=O)Nc1ccc(N2CCOCC2)cc1
 : -1%, -2%, 2, 1%, 8%, 5%, -8, 2%, -6
Cc1cc(C(=O)OCC(=O)NNC(=O)c2cccs2)ccc1[N+](=O)[O-]
 : -3%, 2%, 9, 7%, 11%, 28%, 5, 12µM*, 7
CCOc1ccc(N2CC(C(=O)NCCc3c[nH]c4ccc(OC)cc34)CC2=O)cc1 (centres undefined)
 : -2%, -8%, 3, 4%, 0%, -12%, 10, 3%, -17
Cn1ncc([N+](=O)[O-])c1C(=O)Nc1ccccc1C(=O)O
 : 4%, 11%, 4, 4%, 6%, 0%, -3, -7%, 24
COC(=O)c1cccc(OCC(O)Cn2cnc3cc(C)c(C)cc32)c1 (centres undefined)
 : -6%, 0%, -3, 12%, 3%, 0%, 20, 7%, 16
CSc1cccc(NC(=O)CN(c2cccc(C)c2)S(C)(=O)=O)c1
 : -3%, -2%, -1, -1%, -3%, 0%, -25, 2%, -16
Cc1ccnc(Nc2nc3ccccc3o2)n1
 : ?, ?, 1, -6%, ?, ?, 4, 2%, 2
O=C(O)CCCc1nc2ccccc2s1
 : 0%, 6%, -3, -7%, 7%, 30%, 2, -8%, 10
CN1CCN(C(=S)Nc2ccc([N+](=O)[O-])cc2)CC1
 : -4%, -12%, -3, 2%, -12%, 5%, ?, -3%, -13
CC(C)(NC(=O)c1cc(Cl)c2ccccc2c1O)C(=O)O
 : -3%, -8%, 3, -3%, -4%, -3%, 11, -5%, 11
O=C(Nc1ccccc1C(=O)N1CCN(Cc2ccccc2)CC1)c1ccccc1
 : -5%, 4%, -4, 0%, -2%, ?, -13, -2%, i
C=CCOc1cccc(CNCc2ccncc2)c1
 : -17%, -11%, -5, -4%, -20%, -2%, 3, ?, 48
O=C(NCCCN1CCOCC1)c1ccc(-c2ccc(Cl)cc2)o1
 : 3%, -1%, 0, -3%, -16%, -2%, -4, 3%, -4
O=c1c(Br)c(N2CCCC2)cnn1-c1ccccc1
 : 28%, 0%, 0, 0%, 11%, ?, 15, 0%, -9
Cc1ccn(CCC(=O)Nc2ccc(-c3ccno3)cc2)n1
 : -1%, 1%, 10, 6%, 9%, -3%, 9, -35%[inhibitor], 1
CN=C1SC(CC(=O)Nc2cc(Cl)ccc2Cl)C(=O)N1C (centres undefined)
 : 1%, -4%, -3, 13%, 2%, ?, 20, -2%, 25
CCN1C(=O)[C@@H]2[C@@H]3CN(S(=O)(=O)c4ccc(C)cc4)[C@@H](c4cccc5ccccc45)[C@@H]3C(=O)C[C@@H]2C1=O
 : 0%, 14%, 5, 1%, 23%, 28%, 18, ., 0
CC(/C=C/c1ccccc1)=N\NC(=O)CSc1ccccn1
 : 21%, -8%, 6, 21%, 0%, ?, 11, 1%, -1
C/C(=N\Nc1nccnc1Cl)c1ccc(Cl)c(Cl)c1
 : 0%, -8%, -11, 7%, -1%, -15%, 0, 0%, 4
O=C(NCC(c1ccc(F)cc1)N1CCOCC1)c1ccc([N+](=O)[O-])o1 (centres undefined)
 : ?, ?, -3, 0%, ?, ?, -3, 10µM*, .
CCCC12CN3CC(C)(CN(C1)C31CCCCC1)C2=O
 : 10%, 13%, 1, -16%, 4%, 13%, 4, -5%, 12
Cc1cccc(N(Cc2cc(=O)[nH]c3ccccc23)C(=O)CCl)c1
 : 2%, ?, 0, -10%, 21µM*, ?, 11, ?, -107*
Cc1cc2nc3c(=O)n(Cc4ccccc4)c(=O)[nH]c3nc2cc1N
 : 3%, 1%, -13, -1%, -2%, -3%, 9, ?, .
O=C(NCCCN1CCCC1=O)c1cccc(NS(=O)(=O)c2ccc(Br)cc2)c1
 : -1%, -9%, -9, -6%, -8%, 22%, -18, -48%[inhibitor], 11
Cc1nc(C(=O)NNC(=O)c2ccccc2)c(C(F)(F)F)o1
 : ?, ?, 4, 4%, -14%, -20%, 0, -137%[inhibitor], 34
CC(C)(C)NC(=O)NC(=O)CN1CCN(S(=O)(=O)c2ccc3c(c2)OCCO3)CC1
 : 11%, 1%, 6, 2%, -4%, ?, 5, ?, -4
CC(C)(C)OC(=O)C(C)(C)Sc1nnc(N)s1
 : -19%, -3%, -17, -2%, -3%, -14%, -7, -4%, 14
CCCCC(=O)Nc1cccc(NC(=O)c2cccnc2Cl)c1
 : 1%, 1%, -2, 1%, -1%, -4%, -11, 1%, 2
Cc1c(Cl)cccc1NC(=O)CCN1CCCC(C)C1 (centres undefined)
 : -6%, -22%, -29, -10%, -21%, -3%, ?, 3%, -6
Nc1nc(SCC(=O)Nc2ccc(Cl)cc2C(F)(F)F)n[nH]1
 : 5%, 0%, 0, -14%, 2%, -5%, -20, -3%, -10
CCc1ccc(C(=O)Nc2ccc(C)c(NS(C)(=O)=O)c2)cc1
 : ?, -20%, -19, -3%, ?, ?, ?, -15%, ?
COc1cc(NC(=O)Cn2nc(C(F)(F)F)c3c2CCCC3)cc(OC)c1OC
 : ?, -21%, 0&9, 5%&-2%, -9%, -17%&-29%, -19, -5%[9.22 µM], -12
OC[C@H]1O[C@@H](Oc2ccc(O)cc2)[C@H](O)[C@@H](O)[C@@H]1O
 : 0%, 16%, 24&0, -1%, ?, 6%, 21, -8%, -17
CCOC(=O)C1CCN(S(=O)(=O)c2ccc(C(C)(C)C)cc2)CC1
 : 8%, 9%, -1, 3%, 15%, -16%, -4, -38%, 14
COC(=O)c1ccccc1NC(=O)Cn1c(=O)n(CCC(=O)NCc2ccc3c(c2)OCO3)c(=O)c2ccccc21
 : 8%, ., 3, -1%, ., 5%, ., ., .
CCOc1ccc(NC(=O)CCCc2cc(-c3ccc(OCC)cc3)on2)cc1
 : 8%, 6%, 1, -6%, 12%, 6%, 18, -6%, 34
O=[N+]([O-])c1ccc(NCCOc2ccccc2Cl)nc1
 : ?, -8%, -2, 8%, -7%, ?, -17, -22%, -66*
COc1ccc(CNC(=S)Nc2ccccc2Cl)cc1
 : ?, -6%, 1, -5%, -5%, -11%, -12, ?, 0
CSc1ncccc1C(=O)NC(C)C1CC2CCC1C2 (centres undefined)
 : 8%, 4%, 4, 1%, 3%, -5%, 15, -1%, 28
COC(=O)c1ccc(/C=C/C(=O)OCC(=O)Nc2sccc2C(N)=O)cc1
 : -8%, -18%, 18, -11%, -6%, -1%, 142, 1%, -20
COc1ccc(N(C)C(=O)c2cn(CC(C)C)c(=O)c3cc(OC)c(OC)cc23)cc1
 : 0%, -6%, -3, 14%, 0%, 0%, -13, 3%, -1
CC1(C)NC(=O)N(Cc2cc(=O)n3ccsc3n2)C1=O
 : 4%, 16%, -7, 9%, -4%, 29%, 10, -17%, 17
COc1cc(OC)cc(C(=O)NC(C(=O)Nc2ccc3c(c2)OCCO3)C(C)C)c1 (centres undefined)
 : 6%, 1%, -2, -5%, 3%, 13%, -3, -10%, -25
O=C(O)CCC(=O)Nc1nc(-c2ccccc2)cs1
 : 5%, 2%, 1, -4%, 2%, 4%, 9, -3%[9.22 µM], 20
